HKDC1 inh: blocks human hexokinase HKDC1 activity; inhibition, % at 20 µM; 340,000 tested, 0.16% active; recombinant HKDC1, G6PDH/diaphorase resazurin coupled fluorescence; Q2TB90;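 active = inhibition above about 35% when tested at 20 µM, limit read from the data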;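 also: plate controls were DMSO wells with enzyme for no effect and DMSO wells lacking enzyme for full effect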
Target sequence (Q2TB90 whole entry, looked up): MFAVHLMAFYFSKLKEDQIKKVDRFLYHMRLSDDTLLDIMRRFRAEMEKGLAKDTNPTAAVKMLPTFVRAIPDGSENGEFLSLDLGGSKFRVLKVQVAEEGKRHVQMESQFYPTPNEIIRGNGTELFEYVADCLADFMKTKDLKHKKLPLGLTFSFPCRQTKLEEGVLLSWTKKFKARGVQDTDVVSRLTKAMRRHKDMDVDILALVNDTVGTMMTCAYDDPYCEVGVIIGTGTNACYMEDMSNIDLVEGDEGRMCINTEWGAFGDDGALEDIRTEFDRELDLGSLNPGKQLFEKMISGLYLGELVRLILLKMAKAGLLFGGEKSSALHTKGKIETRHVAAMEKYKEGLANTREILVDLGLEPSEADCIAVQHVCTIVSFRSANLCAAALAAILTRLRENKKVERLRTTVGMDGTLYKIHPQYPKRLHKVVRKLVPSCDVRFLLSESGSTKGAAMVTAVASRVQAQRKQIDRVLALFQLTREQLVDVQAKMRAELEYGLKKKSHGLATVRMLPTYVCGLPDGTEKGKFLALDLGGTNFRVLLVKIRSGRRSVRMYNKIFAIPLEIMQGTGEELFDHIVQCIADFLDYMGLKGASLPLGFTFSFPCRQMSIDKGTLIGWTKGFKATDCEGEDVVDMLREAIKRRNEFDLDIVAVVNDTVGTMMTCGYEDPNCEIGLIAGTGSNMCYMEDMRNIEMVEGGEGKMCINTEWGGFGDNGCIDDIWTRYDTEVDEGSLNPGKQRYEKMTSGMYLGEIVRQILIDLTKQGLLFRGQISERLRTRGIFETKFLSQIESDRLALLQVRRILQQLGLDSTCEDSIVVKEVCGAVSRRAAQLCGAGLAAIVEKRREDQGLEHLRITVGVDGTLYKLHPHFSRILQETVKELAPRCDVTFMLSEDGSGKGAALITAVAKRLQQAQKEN
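System: Recombinant HKDC1 hexokinase | Amount: HKDC1 at 5 µg/mL | Reagent: Glucose with 1 mM ATP | Doses: Single 20 µM dose | Incubation: Reaction time 90 min, room temperature, protected from light | Signal: Coupled resazurin fluorescence, excitation 525 nm, emission 613 nm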
SENP6 inh: SENP6 protease inhibition | Q9GZR1 | Recombinant SENP6 catalytic domain, aminoluciferin luminescence | inhibition, % at 10 µM | 330,000 tested, 1.8% active;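 active = inhibition above about 50% at the single tested dose, limit read from the data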;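 also: plate controls were DMSO wells with enzyme for no effect and DMSO wells lacking enzyme for full effect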
PfGluPho inh: PfG6PD (Plasmodium falciparum) enzyme inhibition | PfGluPho enzyme, NADPH resazurin-diaphorase fluorescence | inhibition, % at 20 µM | 350,000 tested, 0.78% active | AID 504690;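 active = inhibition reaching at least a set limit at 20 µM in the primary screen, cut at about 59% in these data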;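 also: 0% = DMSO wells with substrate and 100% = DMSO wells lacking glucose-6-phosphate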
SENP1 FRET inh: SENP1 (human) catalytic domain inhibition; Q9P0U3; recombinant SENP1 catalytic domain, CyPet-SUMO1-YPet FRET cleavage; inhibition, % at 10 µM; 360,000 tested, 0.21% active; AID 624204;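 active = inhibition at least 30% at 10 µM, raw YFP signal under a set limit, fluorescence ratio 0.5 to 1.5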;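 also: 0% = enzyme with DMSO and 100% = no enzyme wells; some results filed as inactive read as strong as hits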
Target sequence (Q9P0U3 419-644 limits assumed): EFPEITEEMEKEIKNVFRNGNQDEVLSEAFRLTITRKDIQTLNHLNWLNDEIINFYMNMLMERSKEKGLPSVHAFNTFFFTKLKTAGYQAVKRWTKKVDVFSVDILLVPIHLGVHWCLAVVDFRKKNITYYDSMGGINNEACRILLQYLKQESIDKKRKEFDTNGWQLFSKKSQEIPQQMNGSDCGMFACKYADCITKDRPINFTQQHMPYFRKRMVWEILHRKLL
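Controls: no-enzyme wells low, DMSO-plus-enzyme wells high control. Test system: human recombinant His6-tagged SENP1 catalytic domain enzyme. Reagent: SFCypet-SUMO1-SFYpet FRET protein substrate, 25 nM final. Doses: one dose per compound, 10 µM, 0.5% DMSO. Detection: FRET, CFP and YFP emission. Timing: 50 min reaction at room temperature.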
SENP8 block-1: blocks human SENP8 cleavage of Nedd8 substrate; Q96LD8; recombinant SENP8, Nedd8 substrate fluorescence; inhibition, % at 20 µM; 360,000 tested, 0.64% active; AID 602440; in the data active = inhibition mostly above about 40%, no sharp cut-off; inactive = mostly below about 27%
SENP8 block-2: SENP8 protease inhibition; Q96LD8; purified SENP8, Z-RLRGG-aminoluciferin cleavage, luminescence; inhibition, % at 10 µM; 330,000 tested, 1.2% active; AID 2540; in the data active = inhibition above about 50%
NALP3 yeast inh: inhibitors of NALP3 inflammasome in yeast. 330,000 tested, 0.39% active. Yeast reconstituted NLRP3/ASC/caspase-1, beta-gal luminescence, 24 h. AID 2825. inhibition, % at 10 µM;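 active = inhibition of 50% or more; inactive = inhibition below 50%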;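 also: plate controls were induced DMSO wells for no effect and uninduced yeast grown without galactose for full effect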
Apaf1 inhib: human Apaf-1 inhibition; O14727; 330,000 tested, 0.71% active; reconstituted apoptosome caspase-3 activity, DEVD-Rh110 fluorescence; inhibition, % at 20 µM; active = inhibition of at least 40% at 20 µM;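 also: plate controls were DMSO wells for no effect and DEVD-CHO caspase inhibitor wells for full effect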
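Material: reconstituted apoptosome with Apaf-1, cytochrome c, caspase-9, procaspase-3, dATP; medium: pH 7.5 Hepes buffer with CHAPS, BSA, DTT; also added: cytochrome c and DEVD-Rh110 substrate; timing: 30 min plus 50 min, RT; signal: Rh110 fluorescence intensity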
SENP7 inh: SENP7 protease inhibition; 330,000 tested, 1.5% active; recombinant SENP7, Z-RLRGG-aminoluciferin luminescence, 40 min; inhibition, % at 5 µM; Q9BQF6; AID 434973;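 active = inhibition above about 50% at the single test dose, limit read from the data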;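 also: plate controls were DMSO with enzyme for no effect and no enzyme buffer wells for full effect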
* hit, by the source's call; i = inactive; · = not tested or not shown.

Values run as follows: HKDC1 inh | SENP6 inh | PfGluPho inh | SENP1 FRET inh | SENP8 block-1 | SENP8 block-2 | NALP3 yeast inh | Apaf1 inhib | SENP7 inh
> O=C(NCCN1CCOCC1)C1CCC(=O)N1Cc1ccccc1Cl (stereo not given)
 : 7 | -20 | -1 | -1 | 10 | 5 | 16 | -6 | 4
> Cc1ccn2c(-c3csc(NCc4ccco4)n3)c(C)nc2c1
 : -19 | 19 | 44 | -4 | -116 | -4 | -2 | 16 | 1
> O=C1CSC(=S)N1c1ccc(Cl)c(Cl)c1
 : 3 | -10 | -8 | -4 | 18 | -4 | 42 | 3 | -8
> CSc1c(CC(=O)NCCO)n(C)c2ccccc12
 : 15 | -1 | -18 | 2 | 6 | 6 | 2 | -7 | -4
> CCOC(=O)C1(Cc2ccc(OC)cc2)CCN(C(=O)CCn2cccn2)CC1
 : -4 | 4 | -19 | 3 | 11 | -1 | -11 | 2 | -9
> O=C(COc1ncnc2ccccc12)NC1CCS(=O)(=O)C1 (stereo not given)
 : -7 | -11 | -18 | 1 | 5 | 1 | 10 | 4 | 0
> C=CCN(C(=O)Cn1nc(C)n2c(cc3cc(C)ccc32)c1=O)c1ccccc1
 : -6 | -20 | -14 | 0 | -58 | -2 | 6 | 20 | 7
> Cn1c(=O)[nH]c(=O)c2c1nc(N1CCN(Cc3ccccc3)CC1)n2CCSc1ncccn1
 : -4 | 4 | -11 | -3 | 4 | 5 | -3 | 5 | 2
> Cc1ccc(S(=O)(=O)Cc2ccccc2Cl)cc1
 : -6 | 1 | 23 | -3 | 14 | -5 | 6 | -2 | 1
> CCCCn1c(N)c(N(Cc2ccccc2OC)C(=O)c2cc(=O)[nH]c3ccccc23)c(=O)[nH]c1=O
 : 4 | -3 | -2 | -4 | -28 | -6 | 18 | 1 | -10
> CCOC(=O)c1cnc2ccc(OCC)cc2c1NCc1ccccc1OC
 : -5 | 0 | 30 | 0 | -403 | -3 | 18 | 22 | 6
> O=C(C1CCCN(Cc2ccc(Br)cc2)C1)N1CCCCC1 (stereo not given)
 : -3 | -9 | 12 | 2 | 10 | -5 | 8 | 3 | 3
> COc1ccc(C(=O)N(C)Cc2ccc(OC)c(OC)c2OC)cc1S(=O)(=O)N1CCOCC1
 : 2 | · | -4 | -2 | 5 | · | · | · | ·
> COC(=O)C1=C(CSc2nc3ccccc3s2)NC(=O)NC1c1ccc(F)cc1 (stereo not given)
 : -2 | 1 | 15 | 1 | 11 | -1 | 18 | 24 | -11
> COc1ccc(CNC(=O)CCn2c(=O)oc3ccccc32)cc1
 : -6 | -6 | -7 | 0 | 10 | 0 | 9 | -3 | 2
> O=C(CCc1nc(-c2cccs2)no1)Nc1cnc2ccccc2c1
 : -8 | 4 | 7 | -1 | 6 | -3 | -5 | 4 | 0
> O=C(O)c1ccccc1-c1ccccc1C(=O)Nc1cccc2ccccc12
 : 2 | -16 | -20 | 4 | 0 | -7 | -5 | -8 | -5
> O=C(C1CC(=O)N(c2ccccc2)C1)N1CCN(c2ccc(F)cc2)CC1 (stereo not given)
 : -10 | 11 | 8 | 1 | 9 | -8 | 17 | 7 | 3
> COc1ccccc1OCCSc1nc2ccc([N+](=O)[O-])cc2s1
 : -2 | 9 | 15 | 4 | 14 | 2 | 9 | 17 | 6
> COc1ccc(-c2ccc(/C=N/NC(=O)Cc3nnc(N)s3)o2)cc1Cl
 : 2 | -6 | 22 | -7 | -403 | -4 | 14 | -9 | 2
> O=C(COC(=O)c1ccc(Cl)cc1[N+](=O)[O-])NNC(=O)c1cccs1
 : -7 | -6 | -11 | 2 | 17 | 13 | 16 | -3 | -9
> COc1ccc(-c2nn(-c3ccccc3)cc2/C=N/Nc2cccc(C(=O)O)c2)cc1
 : 1 | · | 17 | -11 | -69 | · | · | · | ·
> CCN(CC)S(=O)(=O)c1ccc(OC)c(NC(=O)c2ccc([N+](=O)[O-])cc2)c1
 : -8 | -11 | -4 | 0 | 10 | 5 | -4 | 21 | 6
> O=C(NCc1ccc(F)cc1)C1CCC(=O)N1C1CCCCC1 (stereo not given)
 : -2 | -14 | -1 | 2 | 6 | -3 | 19 | -10 | -2
> Fc1cccc(/C=N/Nc2nc3ccccc3[nH]2)c1
 : -10 | -12 | 29 | · | · | -14 | 30 | 21 | 6
> CCOCCCNC(=S)N1CCN(Cc2ccco2)CC1
 : 12 | -17 | 3 | 1 | 6 | -2 | 13 | -5 | -4
> O=C(c1ccco1)N1CCN(Cc2cc(=O)oc3cc(O)ccc23)CC1
 : 0 | 5 | 11 | -44 | i | -1 | -1 | -6 | 3
> CNc1c(NC(=O)C2CCC(C)CC2)c(=O)oc2ccccc12 (stereo not given)
 : -1 | -8 | -16 | 1 | 2 | -8 | 8 | 3 | -11
> Cc1cccc(-c2noc(-c3cc4ccccc4oc3=O)n2)c1
 : -5 | 11 | -14 | 51* | -488 | 0 | 20 | 11 | 82*
> COc1ccc(-c2cc(C)nc(SCC(=O)c3cccc([N+](=O)[O-])c3)n2)cc1
 : 0 | 3 | 7 | 3 | 8 | -3 | 8 | -2 | 8

Full records, quoted from the list. Order of values: HKDC1 inh	SENP6 inh	PfGluPho inh	SENP1 FRET inh	SENP8 block-1	SENP8 block-2	NALP3 yeast inh	Apaf1 inhib	SENP7 inh
Entry for COc1ccc(-c2ccc(/C=N/NC(=O)Cc3nnc(N)s3)o2)cc1Cl = 2	-6	22	-7	-403	-4	14	-9	2
Entry for CCOC(=O)c1cnc2ccc(OCC)cc2c1NCc1ccccc1OC = -5	0	30	0	-403	-3	18	22	6
Entry for O=C(CCc1nc(-c2cccs2)no1)Nc1cnc2ccccc2c1 = -8	4	7	-1	6	-3	-5	4	0
Entry for Cc1ccn2c(-c3csc(NCc4ccco4)n3)c(C)nc2c1 = -19	19	44	-4	-116	-4	-2	16	1
Entry for CSc1c(CC(=O)NCCO)n(C)c2ccccc12 = 15	-1	-18	2	6	6	2	-7	-4

The list goes on.
Values run as follows: HKDC1 inh | SENP6 inh | PfGluPho inh | SENP1 FRET inh | SENP8 block-1 | SENP8 block-2 | NALP3 yeast inh | Apaf1 inhib | SENP7 inh
> CC(C(=O)Nc1nncs1)N1C(=O)C2C3C=CC(C3)C2C1=O (stereo not given)
 : 5 | -10 | -14 | 3 | 11 | -10 | 1 | -4 | -9
> COc1ccc(-c2cc(=O)oc3c(C)c(OCC(=O)N(C)C)ccc23)cc1
 : -5 | -5 | -5 | 2 | -23 | 11 | 24 | 8 | -3
> Oc1ccc(N=C/C=C/c2cccc(Br)c2)cc1-c1nc2ccccc2s1
 : 20 | 47 | 45 | -26 | -42 | 18 | 9 | 5 | 15
> CN(C)c1ccc(C2C3C(=O)N(c4ccc(C(=O)O)cc4)C(=O)C3ON2c2ccccc2)cc1 (stereo not given)
 : 2 | 1 | -18 | 1 | 3 | 2 | 2 | 16 | 7
> O=C1N/C(=N/N=C/c2ccccc2O)SC1Cc1ccc(F)cc1 (stereo not given)
 : -5 | -20 | -12 | 1 | 6 | -1 | 4 | -8 | -2
> CCOC(=O)C1CCN(CCC(=O)Nc2ccc(Cl)cc2)CC1
 : 2 | 7 | -5 | 1 | 32 | -1 | 4 | 8 | 5
> O=C(COc1ncnc2ccccc12)c1ccc(Cl)cc1
 : -9 | 13 | 1 | 1 | 8 | 9 | 28 | -1 | 7
> COC(=O)c1ccc(C)c(NC(=O)CSc2nnc3ccccn23)c1
 : -2 | 9 | 6 | 1 | -21 | 5 | 9 | -9 | 10
> COc1ccc(C)cc1NC(=O)C(OC(=O)c1cccc(S(=O)(=O)N(C)c2ccccc2)c1)c1ccccc1 (stereo not given)
 : -3 | -35 | -2 | 3 | 21 | -2 | 5 | 2 | -1
> COc1ccc(Oc2coc3cc(OC(=O)N4CCOCC4)ccc3c2=O)cc1
 : 14 | -10 | 7 | 0 | 20 | 10 | 0 | 1 | 1
> COc1ccc(CNCCNC(=O)c2cccs2)c(OC)c1OC
 : -3 | -15 | 17 | 2 | 4 | -4 | 6 | -10 | -9
> CC(C)(C)OC(=O)N1CCCC(C(=O)Nc2cccc(C(=O)NCc3ccccc3)c2)C1 (stereo not given)
 : -3 | · | -12 | 0 | 3 | · | · | · | ·
> Cc1cccc(COCC(Cc2ccccc2)N2CCN(C(=O)c3cc(Cl)cc(Cl)c3)CCC2=O)c1 (stereo not given)
 : 5 | -11 | 15 | -1 | -2 | -5 | 7 | 28 | -1
> N#Cc1ccccc1OCC(=O)OCC(=O)c1ccc2c(c1)NC(=O)CO2
 : -1 | -18 | -12 | 5 | -6 | -9 | 11 | -7 | 3
> CN(C(=O)CSc1ncnc2sc3c(c12)CCCC3)C1CCS(=O)(=O)C1 (stereo not given)
 : 0 | 2 | 33 | 22 | -3 | 5 | 15 | 2 | -3
> CC1CCC(NC(=O)c2ccc(S(C)(=O)=O)cc2)CC1 (stereo not given)
 : -10 | -2 | 1 | 0 | -4 | 5 | 2 | 3 | 1
> Cc1ccc(C=Nc2ccccc2C#N)s1
 : 13 | 83* | 3 | 1 | -43 | 67* | 13 | 0 | 22
> CC(C)C[C@H](NC(=O)OC(C)(C)C)C(=O)N[C@@H](CO)[C@H](O)[C@@H]1C[C@@H]1C(=O)NC1CCCCC1
 : 0 | 2 | -7 | 0 | -1 | -4 | 10 | 1 | -1
> CC(C)(C)NC(=O)NC(=O)CSc1ncccn1
 : -10 | -6 | -1 | 2 | 8 | -3 | -12 | 7 | -12
> N#CCC(=O)Nc1ccc(C(F)(F)F)cc1N1CCOCC1
 : -10 | 6 | 4 | 1 | 7 | 5 | 12 | -2 | 8
> Cc1noc(C)c1NC(=O)Nc1cccc2c1O[C@@H](CN(C)Cc1ccc3c(c1)OCO3)[C@@H](C)CN([C@H](C)CO)C2=O
 : -2 | 0 | -11 | -8 | 4 | 5 | 4 | 18 | 4
> CN(Cc1ccccc1)C(=O)COC(=O)C1CCN(S(=O)(=O)c2ccc(Cl)c(C(F)(F)F)c2)CC1
 : 6 | -9 | 9 | 0 | 8 | -5 | 18 | 14 | 0
> CCOCCCNC(=O)c1ccccc1SCC
 : 0 | 1 | 22 | 3 | 25 | -6 | -2 | 2 | -6
> O=C(NCC1CCN(c2ccc(S(=O)(=O)N3CCOCC3)cc2)CC1)Nc1ccccc1
 : 1 | -3 | -14 | 3 | 10 | -8 | 22 | 17 | -8
> COc1ccccc1NC(=O)c1cccs1
 : -9 | 9 | 0 | 2 | 17 | 1 | -14 | -7 | -3
> COCCN(CCOC)S(=O)(=O)c1ccc(C(=O)Nc2nc(-c3ccccc3)c(C(=O)c3ccccc3)s2)cc1
 : -1 | 2 | -5 | -25 | 2 | -1 | 6 | -2 | 4
> Cc1cccc(NS(=O)(=O)c2ccc3[nH]c(=O)cc(C(=O)OC(C)C(=O)Nc4ccc([N+](=O)[O-])cc4)c3c2)c1 (stereo not given)
 : 7 | -16 | 6 | 2 | -8 | 2 | 17 | 13 | 5

Not a retest: an excerpt of the list.
Values run as follows: HKDC1 inh | SENP6 inh | PfGluPho inh | SENP1 FRET inh | SENP8 block-1 | SENP8 block-2 | NALP3 yeast inh | Apaf1 inhib | SENP7 inh
> O=C(NCCN1CCOCC1)C1CCC(=O)N1Cc1ccccc1Cl (stereo not given)
 : 7 | -20 | -1 | -1 | 10 | 5 | 16 | -6 | 4
> Cc1ccn2c(-c3csc(NCc4ccco4)n3)c(C)nc2c1
 : -19 | 19 | 44 | -4 | -116 | -4 | -2 | 16 | 1
